High-throughput results: PubChem BioAssay, National Center for Advancing Translational Sciences (NCATS)
TCR act: activates T cell receptor signaling; primary human leukocytes, anti-CD3, IL-2 HTRF, 48 h; Potency, µM (titrated, usually from 9.22 µM), inactives show at the top dose activation of IL-2 secretion, most hits filed as activators; 330,000 tested, under 10 active; further: % of control where 0% means no effect
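Primary human leukocytes receive a-CD3 beads and test compound and are incubated 48 hr. Secreted IL-2 is then assayed by HTRF, measuring 665nm acceptor emission after 320nm excitation of the europium donor.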
MLL CXXC-DNA inh: inhibitors of human MLL CXXC domain-DNA interaction; Potency, µM (highest dose often 115 µM), for the others: top-dose activity change, negative = inhibition, actives largely listed as inhibitors; actives 0.037% (n = 290,000); MLL-CXXC / FITC-HOXA9 DNA fluorescence polarization; Q03164; active means well fitted inhibition curve with a large enough effect in the polarisation, with a control signal flat, not every such curve was filed as active; inconclusive means small, poorly fitted or top-dose-only effect, or effect the other way, or a change in a side signal; inactive means no such curve, though single readings can be large or run the other way; the % refers to the polarisation; further: potency means the concentration at half of the fitted maximal effect
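Fluorescence polarization: 7 uM MLL-CXXC (stock) preincubated 5 min with compounds, then 50 nM fluorescein-HOX-A9 DNA (stock) added; 30 min ambient. Buffer 50 mM Tris-HCl pH 7.5, 50 mM NaCl, 1 mM DTT, 0.05% BSA.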
TSHR antagonist: blocks TSH signaling through the human TSH receptor; AID 504810; TSHR-expressing cells, TSH-stimulated cAMP HTRF, 2 h; stronger effect = lower value; activity change, negative = inhibition, % at 11.5 µM; actives 0.2% (n = 330,000); P16473;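 active means activity change below a set negative limit, meaning inhibition stronger than a set level, cut at about -70% in these data; inconclusive means activity change between two set negative limits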; further: on the % scale 0 is the no-effect control and ±100 the full control effect
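TSHR-expressing cells were treated with compounds, then stimulated with TSH at EC80 (4nM final) for 2 hours at 37 deg C. Cellular cAMP was measured by HTRF competition between lysate cAMP and cAMP-d2 for a cryptate-labelled anti-cAMP antibody.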
A-T KAP1 phos: potential ataxia-telangiectasia treatment. actives 0.19% (n = 320,000). […] A-T fibroblasts, KAP-1 phosphorylation AlphaLISA; neocarzinostatin DNA damage 30 min before lysis. Potency, µM (top dose mostly 57.5 µM), for inactives: top-dose activation, most hits filed as activators; further: potency means the concentration at half of the fitted maximal effect; % of control where 0% means no effect; nearly all actives have a fitted effect of over 45% in size
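ATM-like activity read as KAP-1 phosphorylation via AlphaLISA donor/acceptor antibody pairs after lysis and 6 hr at 25C. Cells were ATM-null patient fibroblasts ([…], hTERT), dosed 60 min, then exposed to the DSB inducer NCS for 30 min.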
S-ASM inh: inhibitors of human secretory acid sphingomyelinase. actives 0.006% (n = 340,000). Potency, µM (doses to about 57.5 µM), for the others: top-dose activity change, negative = inhibition, actives largely listed as inhibitors. AID 504937. placental ASM, HMU-PC fluorogenic substrate, 60 min; further: potency means the concentration at half of the fitted maximal effect
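Human placenta-derived ASM enzyme was preincubated with compound for 10 minutes at room temperature, then given fluorogenic substrate HMU-PC0 (9 uM final) for 60 minutes at 37 °C; a pH 10 stop preceded fluorescence reading at Ex 386/Em 447 nm.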
Menin MLL FP TR: inhibitors of human menin-MLL interaction, mutant MLL peptide. Menin + Texas Red MLL mutant peptide, fluorescence polarization. Potency, µM (titrated, usually from 61.6 µM), inactives show top-dose FP activity change, negative = inhibition, hits mostly inhibitors. actives 0.23% (n = 270,000). AID 1768; active means well fitted inhibition curve with a large enough effect in the polarisation, with a control signal flat, not every such curve was filed as active; inconclusive means small, poorly fitted or top-dose-only effect, or effect the other way, or a change in a side signal; inactive means no such curve, though single readings can be large or run the other way; the % refers to the polarisation; further: potency means the concentration at half of the fitted maximal effect; % of control where 0% means no effect; many of its hits are not listed in these tables
MBNL1-CUG inh: inhibitors of human MBNL1 binding to CUG repeat RNA | actives 0.036% (n = 280,000) | AID 2675 | TR-FRET MBNL1-His/biotin-(CUG)12 binding, 665/545 ratio | Q9NR56 | Potency, µM (highest dose often 57.5 µM), for inactives: at the highest dose activity change, negative = inhibition, usual class: inhibitors; active means well fitted inhibition curve with a large enough effect in the signal ratio, with a control signal flat, not every such curve was filed as active; inconclusive means small, poorly fitted or top-dose-only effect, or effect the other way, or a change in a side signal; inactive means no such curve, though single readings can be large or run the other way; the % refers to the signal ratio; further: potency means the concentration at half of the fitted maximal effect; on the % scale 0 is the no-effect control and ±100 the full control effect
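Ratiometric TR-FRET (665 over 545 nm, excitation 340 nm) tracks disruption of MBNL1-His/biotin-(CUG)12 complex after 60 min at room temperature, with compounds at 92 nM to 58 uM final.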
Mito fusion yeast: blocks mitochondrial division or promotes mitochondrial fusion | actives 0.23% (n = 320,000) | S. cerevisiae fusion-defective mutant growth rescue, CellTiterGlo 48 h | Potency, µM (doses to about 46.1 µM), inactives show at the top dose growth rescue (activation), actives largely listed as activators | AID 485298;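 further: potency means the concentration at half of the fitted maximal effect; % of control where 0% means no effect; nearly all actives have a fitted effect of over 45% in size; temperature-sensitive fusion mutants such as fzo1-1 at 37 °C on non-fermentable ethanol glycerol medium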
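Read-out: ATP-based luminescence (CellTiterGlo, 10 min ambient) reporting growth of fusion-defective ts yeast after 48 hours at 37C on glycerol/ethanol YPEG medium in the presence of compound.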
PTAP TSG101 blk: blocks PTAP/TSG101 interaction to inhibit HIV-1 budding; Potency, µM (doses to about 115 µM), without a hit: at the highest dose activity change, negative = inhibition, usual class: inhibitors; Fluorescence polarization, FITC-PTAP peptide / Tsg101 binding; 340,000 tested, under 10 active; AID 493005; Q99816; active means well fitted inhibition curve with a large enough effect in the main read-out, with a control signal flat, not every such curve was filed as active; inconclusive means small, poorly fitted or top-dose-only effect, or effect the other way, or a change in a side signal; inactive means no such curve, though single readings can be large or run the other way; further: potency means the concentration at half of the fitted maximal effect; % of control where 0% means no effect
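Fluorescence polarization binding of Tsg101 binding domain (10 uM final) to FITC-labeled PTAP peptide (50 nM final) in HEPES pH 7.5 buffer with NaCl, Tween 20, EDTA, TCEP. Compounds added before peptide; binding 20 min at RT.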
a7 integrin act: activates integrin-mediated alleviation for muscular dystrophy | actives 0.064% (n = 350,000) | alpha7betagal myoblasts, beta-gal FDG fluorescence, 48 h | Potency, µM (doses to about 38.3 µM), without a hit: at the highest dose activation, hits mostly activators;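 further: potency means the concentration at half of the fitted maximal effect; 100% = response of the positive control SU9516; nearly all actives have a fitted effect of over 60% in size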
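Alpha7betagal+/- myoblasts (passage 13) were plated 16-24 hr, then exposed to compounds (1:260 dilution of DMSO stock) for 48 hours at 37C. After MPER lysis, β-galactosidase reporter activity was read as FDG fluorescence (ex 480/em 540) after 30 minutes.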
Active calls of the source: *; u = inconclusive; x = no result given; [ ] = remark or other dose. Unless noted, the call rests on the fitted dose curve; in most records, active means well fitted curve in the direction sought with a large enough effect; inconclusive means small, poorly fitted or top-dose-only effect, or another doubt; inactive means no such curve, though single readings can be large; an effect the other way counts as inactive or inconclusive.

SMILES	TCR act	MLL CXXC-DNA inh	TSHR antagonist	A-T KAP1 phos	S-ASM inh	Menin MLL FP TR	MBNL1-CUG inh	Mito fusion yeast	PTAP TSG101 blk	a7 integrin act
Cc1coc(=N)n1CC(=O)c1ccc(Cl)cc1	-1%	7%	9	3%	6%	-17%	3%	0%	0%	22%
O=C(O)CCCN1C(=O)/C(=C\C(Cl)=C\c2ccccc2)SC1=S	3%	u	-11	3%	-18%	u	0%	-31%	-8%	-77%[inhibitor]
Cc1ccc(S(=O)(=O)N/N=C/c2cnn(C)c2C)cc1	-2%	3%	-4	0%	2%	9%	-2%	-8%	1%	1%
CCC(C)n1c(=N)c(C#N)cc2c(=O)n3cccc(C)c3nc21 (stereo not drawn)	-2%	20%	30	6%	73%[activator]	-3%	-26%	2%	u	3%
CNC(=O)COC(=O)c1nc(-n2nc(C)cc2C)ccc1Cl	1%	-2%	10	1%	-3%	0%	7%	-1%	-3%	-1%
Cc1cccc(-n2c(-c3ccccc3)c[nH]c2=S)c1C	2%	-7%	-40	1%	-6%	-4%	-1%	-15%	3%	-29%
O=C(COC(=O)C12CC3CC(CC(O)(C3)C1)C2)Nc1ccc(Cl)cc1F	-9%	x	15	8%	-1%	x	x	-1%	0%	-26%
Cc1cccc(OCCCOc2cccc3cccnc23)c1C	2%	-1%	-7	5%	-7%	15%	-17%	-11%	-5%	-30%
CC(C)(C)c1ccc(C(=O)NN=C2CCCC2)cc1	x	-5%	6	9%	0%	-14%	-6%	-4%	1%	4%
OC(COc1ccccc1)CN1CCN(C(c2ccccc2)c2ccccc2)CC1 (stereo not drawn)	-6%	u	20	4%	2%	u	-13%	-5%	-1%	24%
O=C(Nc1ccc2oc(-c3cccc(F)c3)nc2c1)c1ccccc1F	3%	32%[activator]	-2	5%	13%	-5%	3%	2%	-1%	3%
O=C(CNC(=O)c1ccc2c(c1)OCO2)N/N=C/c1cccc([N+](=O)[O-])c1	-1%	10%	-11	-1%	3%	10%	20%	0%	0%	13%
CN(C)c1ccc(CNC(=O)CN(C)S(=O)(=O)c2ccc3c(c2)c(=O)n(C)c(=O)n3C)cc1	-6%	15%	12	10%	-1%	x	-3%	3%	-3%	5%
Cc1sc2nc(CSc3ccc([N+](=O)[O-])c(C(F)(F)F)c3)[nH]c(=O)c2c1C	0%[46.1 µM]	7%	-26	x	7%	u	x	0%	0%	11%
CN1CCC(N(C)S(=O)(=O)c2ccc(NC(=O)c3cccc(C#N)c3)cc2)CC1	0%	x	-5	7%	1%	x	x	2%	-5%	-41%
CC(C)(C)C(=O)CN1C(=O)NC2(CCCc3ccccc32)C1=O (stereo not drawn)	-12%	-16%	6	-1%	-1%	21%	-7%	-6%	0%	11%
O=C1c2ccccc2C(=O)N1OCCOCCOCCON1C(=O)c2ccccc2C1=O	x	7%	13	0%	-3%	20%	u	0%	1%	3%
CCCn1nc2cc(C(=O)NCCc3cccs3)ccc2c1OCC	4%	6%	-5	3%	32%	-15%	7%	5%	-3%	-1%
COCCn1c(SCC(=O)NNC(=O)c2ccc(OC)c(OC)c2)nc2ccccc2c1=O	12%	1%	2	-13%	-4%	-9%	-4%	4%	-3%	16%
N/C(Cc1ccc(Cl)cc1Cl)=N\OC(=O)Cc1cccs1	-11%[46.1 µM]	-5%	0	4%	-2%	4%	x	8%	-5%	-5%

Brought forward from above: 6 entries, then new ones.
SMILES	TCR act	MLL CXXC-DNA inh	TSHR antagonist	A-T KAP1 phos	S-ASM inh	Menin MLL FP TR	MBNL1-CUG inh	Mito fusion yeast	PTAP TSG101 blk	a7 integrin act
CN1CCC(N(C)S(=O)(=O)c2ccc(NC(=O)c3cccc(C#N)c3)cc2)CC1	0%	x	-5	7%	1%	x	x	2%	-5%	-41%
CC(C)(C)C(=O)CN1C(=O)NC2(CCCc3ccccc32)C1=O (stereo not drawn)	-12%	-16%	6	-1%	-1%	21%	-7%	-6%	0%	11%
O=C1c2ccccc2C(=O)N1OCCOCCOCCON1C(=O)c2ccccc2C1=O	x	7%	13	0%	-3%	20%	u	0%	1%	3%
CCCn1nc2cc(C(=O)NCCc3cccs3)ccc2c1OCC	4%	6%	-5	3%	32%	-15%	7%	5%	-3%	-1%
COCCn1c(SCC(=O)NNC(=O)c2ccc(OC)c(OC)c2)nc2ccccc2c1=O	12%	1%	2	-13%	-4%	-9%	-4%	4%	-3%	16%
N/C(Cc1ccc(Cl)cc1Cl)=N\OC(=O)Cc1cccs1	-11%[46.1 µM]	-5%	0	4%	-2%	4%	x	8%	-5%	-5%
Clc1nc(NCc2ccco2)nc(N2CCCCC2)n1	-2%	-3%	-9	2%	1%	-2%	-1%	3%	1%	-16%
S=c1nc(C23CC4CC(CC(C4)C2)C3)nc2sccn12	x	-6%	4	6%	x	4%	-1%	-4%	x	x
O=[N+]([O-])c1cccc2c(Br)[nH]nc12	x	7%	-2	x	x	-1%	u	12%	x	x
CCCCCCc1nc(C(N)=O)c2[nH]c(=O)n(-c3ccc(OC)cc3OC)c2n1	0%	-1%	2	8%	-2%	-16%	0%	23%	0%	0%
COc1ccccc1NC(=O)c1coc(=O)c(Br)c1	2%	5%	7	6%	145%[activator]	x	5%	-1%	-1%	-20%
O=c1c2ccccc2c(-c2ccccc2)nn1Cc1c(Cl)cccc1Cl	x	9%	-11	3%	-10%	-2%	-4%	u	0%	1%
COC(C/C=C\[C@@H](O)[C@@H](C)OCc1ccccc1)OC	-3%	x	x	x	3%	x	x	x	-5%	-8%
Cc1ccc(CNS(=O)(=O)c2ccc(Br)s2)cc1	-1%	-12%	-4	14%	-2%	25%	-9%	2%	0%	0%
Cc1cccc(C)c1NC1=NC(=S)N(c2ccc(C(=O)O)cc2)C12CCCCC2	-1%	9%	5	-1%	0%	-2%	-8%	-1%	-4%	34%
CCn1nnc2cc(C(=O)NCCc3ccccc3F)ccc21	-1%	4%	6	-1%	0%	0%	-1%	-1%	-1%	8%
O=c1c2ccccc2nc(-c2ccc([N+](=O)[O-])cc2)n1O	3%	u	34	-4%	2%	u	x	-16%	-2%	-6%
CC(OC(=O)c1cc(=O)[nH]c2ccccc12)C(=O)c1ccccc1 (stereo not drawn)	-1%	6%	6	-2%	3%	u	-1%	-6%	1%	12%
COc1ccc(NC(=O)CCCC2CCCCC2)cc1S(=O)(=O)N1CCCCC1	-5%[46.1 µM]	1%	-21	0%	-2%	-2%	21%	0%	0%	15%
COc1cccc(-n2nc(C(C)=O)c(C#N)c2-c2ccco2)c1	0%[46.1 µM]	-2%	-15	0%	4%	u	-4%[11.5 µM]	4%	-10%	2%
CCC(C)c1ccc(NC(=O)C2=CC=CN3CCS(=O)(=O)N=C23)cc1 (stereo not drawn)	4%	x	-8	0%	-1%	x	x	-2%	-3%	-21%
O=C(Nc1cccc(Cl)c1)N1CCOCC1	-7%	-2%	-10	6%	-8%	11%	-23%	-3%	-4%	29%
Cc1nn(CCOc2ccccc2)c(=O)n1-c1ccc(Cl)cc1	4%	7%	-1	0%	4%	5%	-1%	10%	0%	19%

These rows are one share of the data; the hit share may differ from the screen's.
